# Pf Dd2 growth: inhibitors of Plasmodium falciparum Dd2 growth | P. falciparum Dd2 growth, SYBR Green, 72 h | Potency, µM (top dose mostly 28.9 µM), without a hit: at the top dose activity, negative = inhibition, usual class: inhibitors | 120,000 compounds, 4.3% hits | AID 1347417; active = well fitted inhibition curve with a large enough effect; inconclusive = small, poorly fitted or top-dose-only effect; inactive = no such curve, though single readings can be large or run the other way;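 also: plate controls were DMSO vehicle for no effect and reference drug for full effect; nearly all actives have a fitted effect of over 65% in size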
#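 Readout: SYBR Green fluorescence, 485 nm excitation, 535 nm emission, after ~16 h lysis at 37C. Before that, Dd2-infected red cells (2.5% hematocrit) grew 72 h with compound, 29 uM top final concentration.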
# An asterisk follows results filed as active; i = inactive; u = inconclusive; [ ] = another dose, or the depositor's remark. Potency is read from the fitted curve at half-maximal effect. Not all compounds are listed; rates above refer to the full screens.
[1] CCCc1noc(-c2cn(C3CCN(C(=O)c4cccs4)CC3)nn2)n1
- Pf Dd2 growth = u
[2] CCn1ncc(N2CCCC(CC(=O)NCc3cccc(C)c3)C2)cc1=O (stereo not drawn)
- Pf Dd2 growth = i
[3] CCc1ccccc1NS(=O)(=O)c1ccc2c(c1)CC(=O)N2
- Pf Dd2 growth = 3.4%
[4] CCCCOc1ccc(C2=NC(c3ccncc3)=Nc3ccc(OCC)cc3N2)cc1
- Pf Dd2 growth = u
[5] CCN(C)C(=O)CCc1c(C)nn(-c2ccccc2)c1Oc1ccc(F)cc1F
- Pf Dd2 growth = u
[6] Cc1cccc(NC(=O)N2CCC3(C2)C(=O)N(C)c2ccccc23)c1 (stereo not drawn)
- Pf Dd2 growth = u
[7] NCc1ccccc1-c1cccc(Cl)c1
- Pf Dd2 growth = 8.91µM*
[8] CC(=O)N[C@H]1CN(S(=O)(=O)N(C)Cc2ccccc2)C[C@@H]1C1CC1
- Pf Dd2 growth = -6.0%
[9] CC(C)(C)OC(=O)NC(CN)c1ccccc1Cl (stereo not drawn)
- Pf Dd2 growth = u
[10] FC(F)(F)c1ccc(-c2cnc([C@@H]3COCCN3Cc3ccccn3)[nH]2)cc1
- Pf Dd2 growth = u
[11] Cc1ccc(C)c([S+](=O)([O-])c2nnn3c2nc(NC2CC2)c2ccccc23)c1
- Pf Dd2 growth = u
[12] COCC(=O)NC1CCC12CCN(S(=O)(=O)c1ccc(C#N)cc1)CC2 (stereo not drawn)
- Pf Dd2 growth = -10.7%
[13] CCCN1CCN(C(=O)c2cc(CN(C)Cc3ccccc3)on2)CC1
- Pf Dd2 growth = -14.1%
[14] COCc1nc2nc(-c3ccccc3)c(Nc3ccc(F)c(OC)c3)cc2n1C
- Pf Dd2 growth = i
[15] COc1ccc(CN(C(=O)c2ccccc2F)C2CCS(=O)(=O)C2)cc1 (stereo not drawn)
- Pf Dd2 growth = 14.0%

[16] CN1CCCN(C(=O)c2ccoc2)c2ccccc21
- Pf Dd2 growth = i
[17] CN1[C@@H](CCC(=O)Nc2ccccc2)CNC(=O)[C@@H]2[C@H]1CCN2Cc1nc2ccccc2n1C
- Pf Dd2 growth = -23.8%
[18] Cc1nc(N(C)C)ncc1C(=O)N[C@@H]1CCNC[C@H]1O
- Pf Dd2 growth = -0.7%
[19] COc1ccccc1C(=O)N1CCCC(n2cc(-c3nc(-c4ccccc4)no3)nn2)C1 (stereo not drawn)
- Pf Dd2 growth = -20.6%
[20] Cc1ccc(C2=NC3(CCN(C(=O)c4ccc(C)c(C)c4)CC3)ON2)cc1
- Pf Dd2 growth = -12.5%
[21] Cc1cc(C(=O)NCc2cccs2)c2c(C3CCNCC3)noc2n1
- Pf Dd2 growth = -4.7%
[22] COc1ccc(C(=O)N2CCOCC3(CN(Cc4ccccc4)C3)C2)c(OC)n1
- Pf Dd2 growth = 0.891µM*
[23] COc1cccc(C(=O)N2CCc3[nH]nc(C(=O)NC4CCN(C)CC4)c3C2)c1
- Pf Dd2 growth = 6.3%
[24] COc1cccc(N2CCN(C(=O)c3ccc4c(Cl)c5c(nc4c3)CCCC5)CC2)c1
- Pf Dd2 growth = 0.0%
[25] CC(=O)N1CCc2c(sc3c2c(=O)n(CCc2ccccc2)c(=O)n3Cc2ccc(F)cc2)C1
- Pf Dd2 growth = -23.7%
[26] Cc1ccccc1-c1nc(CS(=O)(=O)CC(=O)NCCCN2CCN(C)CC2)c(C)o1
- Pf Dd2 growth = -1.2%
[27] O=C(COc1ccccc1)N1CCc2c(n(Cc3cccnc3)n(-c3ccccc3)c2=O)C1
- Pf Dd2 growth = i
[28] Cc1ccc(C#N)c(N2CCC3(CC2)CC(c2ccccc2)C(=O)N3C)n1 (stereo not drawn)
- Pf Dd2 growth = u
[29] CCc1ccc(NC(=O)CC2C(=O)NCCN2C(=O)c2ccc(F)cc2)cc1 (stereo not drawn)
- Pf Dd2 growth = 43.9%[activator]
[30] COc1cccc([S+](=O)([O-])N2CCC23Cc2ccccc2NC3=O)c1 (stereo not drawn)
- Pf Dd2 growth = 12.2%

[31] CN(C)C(=O)c1cccnc1OC1CCN(S(=O)(=O)Cc2ccccc2F)C1 (stereo not drawn)
- Pf Dd2 growth = 15.2%
[32] CSc1ncc(C(=O)Nc2ccc(Cl)cc2C(=O)c2ccccc2)c(C)n1
- Pf Dd2 growth = -5.3%
[33] CCN(CC)S(=O)(=O)c1ccc2c(c1)N(CC(=O)Nc1ccc(OC)cc1)C(=O)CS2
- Pf Dd2 growth = u
[34] Cc1nc(N2CCN(C(=O)c3c(F)cccc3Cl)CC2)cc(C(F)(F)F)n1
- Pf Dd2 growth = -16.1%
[35] CC(=O)Nc1ccc(S(=O)(=O)NC[C@H]2C[C@@H]3CCN2C[C@@H]3c2cc(-c3ccccc3Br)nc(C)n2)cc1
- Pf Dd2 growth = -25.1%
[36] CCCCc1cn(CC2CCN(C(=O)c3ccco3)CC2)nn1
- Pf Dd2 growth = -14.9%
[37] O=C(NC1CCCN(c2cc(-c3ccc(Cl)cc3)[nH]n2)C1)c1cccs1 (stereo not drawn)
- Pf Dd2 growth = u
[38] C#CCNC(=O)C1CN(Cc2ccccc2)C(=O)N1 (stereo not drawn)
- Pf Dd2 growth = -13.0%[44.1 µM]
[39] CC(C)NC(=O)N1CCOC[C@H]1c1ncc(-c2ccc(OC(F)(F)F)cc2)[nH]1
- Pf Dd2 growth = -14.4%[44.1 µM]
[40] COc1ccccc1Nc1ncc2c(n1)CCN(Cc1cc(F)cc(F)c1)C2
- Pf Dd2 growth = 28.3%
[41] COCCN1CCCCC(CC(=O)Nc2ccc(C)c(F)c2)C1=O (stereo not drawn)
- Pf Dd2 growth = -20.0%
[42] Cc1oc2ncn(CC(C)C)c(=O)c2c1C(=O)NC(C)c1ccccc1 (stereo not drawn)
- Pf Dd2 growth = u
[43] CCNC(=O)[C@@H]1C[C@H](N)CN1C(=O)c1cnc(-c2cccnc2)nc1C
- Pf Dd2 growth = -5.9%
[44] COc1ccc(C(=O)NC2CCN(c3cc(C(F)(F)F)ncn3)CC2)cc1OC
- Pf Dd2 growth = -15.9%
[45] O=C1CCN(S(=O)(=O)c2cccs2)CCCC(c2nc(-c3cccnc3)no2)CCN1 (stereo not drawn)
- Pf Dd2 growth = i

[46] COc1ccc(NC(=O)Cn2nnc(C(=O)NCCc3ccccc3)c2N)cc1
- Pf Dd2 growth = 10.0%
[47] O=C(c1c(F)cccc1F)N1CCCC2(C1)NC(=O)N(Cc1ccc(Cl)cc1)C2=O (stereo not drawn)
- Pf Dd2 growth = 0.6%
[48] CC(C)c1nnc(C2CN(C(=O)CC3CCCC3)CC23CCOCC3)o1 (stereo not drawn)
- Pf Dd2 growth = 19.9%
[49] COc1cc(C(=O)N2CCc3c(nc(C)nc3N(C)C)C2)cc(OC)c1OC
- Pf Dd2 growth = -2.6%
[50] O=C(Cn1c(-c2cccs2)cc2cc(Cl)ccc21)N1CCN(c2ccccc2)CC1
- Pf Dd2 growth = u
[51] Cc1oc(-c2ccccc2)nc1CSc1nnc(C)n2c1cc1sccc12
- Pf Dd2 growth = 39.7%[activator]
[52] CN(C)C[C@@H]1CN(c2ncccn2)C[C@H]1NC(=O)c1cccn1C
- Pf Dd2 growth = i
[53] Cc1ccc(-n2nc3n(c2=O)CCN(C(=O)c2ccc(Cl)cc2)C3)cc1
- Pf Dd2 growth = -6.0%
[54] CCC(C)NC(=O)CCN(CC(C)C)C(=O)c1cc(C)oc1C (stereo not drawn)
- Pf Dd2 growth = u
[55] Cc1nn(-c2ccc(N3CCOCC3)nn2)c(C)c1CCC(=O)NCc1ccc(OC(C)C)cc1
- Pf Dd2 growth = i
[56] CC(C)(C)c1ccc(/C=C/C(=O)Nc2ccc(S(N)(=O)=O)cc2)cc1
- Pf Dd2 growth = u
[57] O=C([C@@H]1C[C@H](F)CN1S(=O)(=O)c1ccc(Cl)cc1)N1CCCCC1
- Pf Dd2 growth = -6.6%
[58] C[C@@H](O)CNc1nccc(C2(c3ccccc3Cl)CCNCC2)n1
- Pf Dd2 growth = -10.9%
[59] COCCN1C(=O)[C@@H]2C[C@@H](CN2Cc2ccc(OC)nc2)Oc2ccccc21
- Pf Dd2 growth = u
[60] COCc1nncn1C1CCN(S(=O)(=O)c2ccc(Cl)cc2C)CC1
- Pf Dd2 growth = -25.9%

[61] O=C(COCc1cc(-c2cccs2)on1)N1CCN(c2ccc(F)cc2)CC1
- Pf Dd2 growth = 7.4%
[62] COc1cc(C(=O)NCCc2sc(-c3ccc(C)cc3)nc2C)cc(OC)c1OC
- Pf Dd2 growth = 4.2%
[63] Cc1c(F)cccc1NC(=O)C1CCN(C(=O)c2ncn3c2COC(c2ccc(F)cc2)C3)CC1 (stereo not drawn)
- Pf Dd2 growth = i
[64] COc1ccc(CCC(=O)N2C[C@@H](Oc3ccccc3)C[C@H]2C(=O)NC2CC2)cc1
- Pf Dd2 growth = 9.0%
[65] CCn1cc(C(=O)N2C[C@@H](COCC3CC3)[C@H](c3ccccn3)C2)cn1
- Pf Dd2 growth = 0.8%
[66] CC(C)Oc1ccc(CNC(=O)C2CCN(C(=O)N3CCOc4ccc(Cl)cc43)CC2)cc1
- Pf Dd2 growth = u
[67] CC(NC(=O)C1=Cc2ccccc2OC1)c1ccccc1 (stereo not drawn)
- Pf Dd2 growth = -4.8%
[68] CSc1nc(Nc2ccc(C)cc2)c(C#N)c(-c2ccccc2)n1
- Pf Dd2 growth = 16.4%
[69] O=C1NC2(CCN(CC3CCCCC3)CC2)Oc2ccccc21
- Pf Dd2 growth = u
[70] Cc1ccc(CNC(=O)c2cc3sccc3n2Cc2ccc(F)cc2)cc1
- Pf Dd2 growth = i
[71] COc1ccc(CN2CCNc3cnc(Nc4ccccc4)cc3C2)cc1O
- Pf Dd2 growth = u
[72] O=C(Nc1ccc(F)c(Cl)c1)N1CCN2CCCCC2C1 (stereo not drawn)
- Pf Dd2 growth = i
[73] CC1=C[C@@H](CNC(=O)NC(C)C)[C@H](C(C)C)C[C@H]1CC(=O)NCc1ccccn1
- Pf Dd2 growth = -21.9%[44.1 µM]
[74] Cc1noc(C)c1CN1CCCC(c2nccn2Cc2ccccc2)C1 (stereo not drawn)
- Pf Dd2 growth = u
[75] Cc1ccc(CN2C(=O)NC3(CCN(C(=O)c4ccccn4)CC3)C2=O)cc1
- Pf Dd2 growth = 15.5%

# Given with bars between the fields: entries from further up
no. | canonical_smiles | Pf Dd2 growth
51 | Cc1oc(-c2ccccc2)nc1CSc1nnc(C)n2c1cc1sccc12 | 39.7%[activator]
52 | CN(C)C[C@@H]1CN(c2ncccn2)C[C@H]1NC(=O)c1cccn1C | i
53 | Cc1ccc(-n2nc3n(c2=O)CCN(C(=O)c2ccc(Cl)cc2)C3)cc1 | -6.0%
54 | CCC(C)NC(=O)CCN(CC(C)C)C(=O)c1cc(C)oc1C (stereo not drawn) | u
55 | Cc1nn(-c2ccc(N3CCOCC3)nn2)c(C)c1CCC(=O)NCc1ccc(OC(C)C)cc1 | i
56 | CC(C)(C)c1ccc(/C=C/C(=O)Nc2ccc(S(N)(=O)=O)cc2)cc1 | u
57 | O=C([C@@H]1C[C@H](F)CN1S(=O)(=O)c1ccc(Cl)cc1)N1CCCCC1 | -6.6%
58 | C[C@@H](O)CNc1nccc(C2(c3ccccc3Cl)CCNCC2)n1 | -10.9%
59 | COCCN1C(=O)[C@@H]2C[C@@H](CN2Cc2ccc(OC)nc2)Oc2ccccc21 | u
60 | COCc1nncn1C1CCN(S(=O)(=O)c2ccc(Cl)cc2C)CC1 | -25.9%
61 | O=C(COCc1cc(-c2cccs2)on1)N1CCN(c2ccc(F)cc2)CC1 | 7.4%
62 | COc1cc(C(=O)NCCc2sc(-c3ccc(C)cc3)nc2C)cc(OC)c1OC | 4.2%
63 | Cc1c(F)cccc1NC(=O)C1CCN(C(=O)c2ncn3c2COC(c2ccc(F)cc2)C3)CC1 (stereo not drawn) | i
64 | COc1ccc(CCC(=O)N2C[C@@H](Oc3ccccc3)C[C@H]2C(=O)NC2CC2)cc1 | 9.0%
65 | CCn1cc(C(=O)N2C[C@@H](COCC3CC3)[C@H](c3ccccn3)C2)cn1 | 0.8%
66 | CC(C)Oc1ccc(CNC(=O)C2CCN(C(=O)N3CCOc4ccc(Cl)cc43)CC2)cc1 | u
67 | CC(NC(=O)C1=Cc2ccccc2OC1)c1ccccc1 (stereo not drawn) | -4.8%
68 | CSc1nc(Nc2ccc(C)cc2)c(C#N)c(-c2ccccc2)n1 | 16.4%
69 | O=C1NC2(CCN(CC3CCCCC3)CC2)Oc2ccccc21 | u
70 | Cc1ccc(CNC(=O)c2cc3sccc3n2Cc2ccc(F)cc2)cc1 | i
71 | COc1ccc(CN2CCNc3cnc(Nc4ccccc4)cc3C2)cc1O | u
72 | O=C(Nc1ccc(F)c(Cl)c1)N1CCN2CCCCC2C1 (stereo not drawn) | i
73 | CC1=C[C@@H](CNC(=O)NC(C)C)[C@H](C(C)C)C[C@H]1CC(=O)NCc1ccccn1 | -21.9%[44.1 µM]
74 | Cc1noc(C)c1CN1CCCC(c2nccn2Cc2ccccc2)C1 (stereo not drawn) | u
75 | Cc1ccc(CN2C(=O)NC3(CCN(C(=O)c4ccccn4)CC3)C2=O)cc1 | 15.5%

# Screening results deposited in PubChem BioAssay by National Center for Advancing Translational Sciences (NCATS).
